PRMT1 inh = inhibitors of human PRMT1 | recombinant PRMT1, activity-based probe fluorescence polarization | 1.3% of 370,000 active | inhibition, % at 2.79 µM | AID 652257;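 active means inhibition above about 21% made by adding two undisclosed values, limit read from the data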
rCAG binder = r(CAG) repeat RNA binding; TO-PRO-1 dye displacement fluorescence; inhibition, % at 3 µM; 1.3% of 370,000 active;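 active means inhibition above the plate cutoff, the mean of all test compounds on that plate plus 3 SD, cut at about 35% in these data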;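 further: 0% = DMSO alone and 100% = 100 µM mitoxantrone as full dye displacement; higher means more dye released from RNA so lower well fluorescence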
HTRA1 inhibitor = HTRA1 (human) protease inhibition | Q92743 | recombinant HTRA1, FP-rhodamine activity-based probe, fluorescence polarization | inhibition, % at 5.96 µM | 0.5% of 340,000 active | AID 504803; in the data active means inhibition above about 36%;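 further: 0% = enzyme with DMSO and 100% = wells lacking enzyme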
Target sequence (Q92743 whole entry, looked up): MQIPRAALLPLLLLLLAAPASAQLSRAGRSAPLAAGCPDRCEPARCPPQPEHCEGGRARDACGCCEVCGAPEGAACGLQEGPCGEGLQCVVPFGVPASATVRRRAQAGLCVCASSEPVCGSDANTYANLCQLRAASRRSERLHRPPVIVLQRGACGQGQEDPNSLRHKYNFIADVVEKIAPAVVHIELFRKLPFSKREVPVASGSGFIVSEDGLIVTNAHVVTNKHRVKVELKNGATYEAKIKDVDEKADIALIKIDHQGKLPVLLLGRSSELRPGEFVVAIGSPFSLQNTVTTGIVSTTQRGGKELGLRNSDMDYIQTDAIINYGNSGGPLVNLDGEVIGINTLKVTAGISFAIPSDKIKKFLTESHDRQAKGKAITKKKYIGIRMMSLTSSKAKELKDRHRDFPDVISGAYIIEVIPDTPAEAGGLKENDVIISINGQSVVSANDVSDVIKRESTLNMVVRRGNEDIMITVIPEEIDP
ABHD4 inh = inhibits mouse alpha/beta hydrolase domain 4; Q8VD66; purified mABHD4, FP-Rh probe fluorescence polarization; inhibition, % at 8.92 µM; 0.54% of 370,000 active; AID 720543;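 active means inhibition exceeding the mean over every tested compound plus 3 SD, cut at about 30% in these data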;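 further: 0% = plate median of compound wells and 100% = S159A mutant with DMSO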
Target sequence (Q8VD66 whole entry, looked up, the tested form may be a part): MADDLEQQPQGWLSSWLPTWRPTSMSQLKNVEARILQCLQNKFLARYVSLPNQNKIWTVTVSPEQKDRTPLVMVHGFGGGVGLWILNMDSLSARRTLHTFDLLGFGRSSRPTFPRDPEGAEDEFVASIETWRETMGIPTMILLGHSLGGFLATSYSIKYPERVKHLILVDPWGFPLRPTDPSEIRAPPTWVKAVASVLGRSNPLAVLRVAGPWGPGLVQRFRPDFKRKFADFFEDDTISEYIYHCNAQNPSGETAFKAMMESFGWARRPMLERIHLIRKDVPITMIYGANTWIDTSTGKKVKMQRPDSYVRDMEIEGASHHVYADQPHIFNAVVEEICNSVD
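Test system: mouse ABHD4 enzyme, wild type. Reagent: FP-Rh fluorescent activity-based probe, added after compound pre-incubation. Timing: pre-incubation 45 min, probe exposure 60 min, at 25 °C. Technique: FP readout, ex 525 nm / em 598 nm. Benchmarks: high control S159A mutant with DMSO, low control median of compound wells.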
LEDGF integ inh = blocks HIV-1 LEDGF/p75-dependent DNA integration. 0.64% of 370,000 active. inhibition, % at 3.7 µM. TR-FRET IN-LEDGF/p75 DNA integration, Eu/Cy5;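 active means inhibition above the screen-wide mean plus 3 SD, cut at about 13% in these data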;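 further: signal is the Cy5 over europium emission ratio at 671 and 618 nm; 0% = plate median of compound wells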
TCR-CD3 inh = inhibitors of human TCR-CD3 interaction; TAMRA-labeled TCR probe fluorescence, biochemical; inhibition, % at 9.4 µM; 0.37% of 360,000 active; AID 651800; in the data active means inhibition above about 19%;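 further: recombinant mutant TCR 2C K166C tagged with TAMRA read by polarization; 0% = receptor in buffer alone and 100% = receptor with positive control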
NPR2 activator = GC-B (human) receptor activation; P20594; HEK293-GC-B cells, CNP EC30, cGMP TR-FRET; 0% at EC30 CNP, 100% saturating CNP; activation, % at 10 µM; 0.11% of 370,000 active;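 active means activation at 10 µM reaching about 35% in either raw or pattern-adjusted values, limit read from the data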
MBD2 inh = blocks human MBD2 binding to methylated DNA; Q9UBB5; TR-FRET, MBD2 binding to methylated oligonucleotide; inhibition, % at 4.4 µM; 0.31% of 370,000 active; in the data active means inhibition above about 13%
TDP2 absorb = blocks human TDP2 phosphodiesterase activity; recombinant TDP2, T5PNP hydrolysis, p-nitrophenol absorbance 415 nm; inhibition, % at 12.8 µM; 0.34% of 370,000 active; AID 720702;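 active means inhibition above the mean of all tested compounds plus 3 SD, set per campaign, cut at about 25% in these data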;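 further: 0% = DMSO with enzyme and 100% = buffer with substrate but no TDP2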
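Evaluation: % inhibition relative to enzyme-containing and enzyme-free wells. Material: recombinant human TDP2. Benchmarks: enzyme-free and DMSO wells. Timing: enzyme reaction with compound for 2 h at 37 °C. Compound dosing: 12.8 µM only. Measured by: p-Nitrophenol epi absorbance. Reagent: T5PNP substrate at 5 mM, a TopII-DNA adduct mimic. Replication: single well per compound.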
SIAE inh = blocks human sialic acid acetylesterase. inhibition, % at 9.66 µM. 0.69% of 370,000 active. Q9HAT2. SIAE FP-Rh probe binding, fluorescence polarization;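 active means inhibition above a cutoff: mean of compounds within the control limits plus 3 SD of those, cut at about 17% in these data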;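 further: 0% = plate median of compound wells and 100% = probe without SIAE protein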
* = called active by the depositor; . = not tested or not shown. A portion of the library; rates above refer to the full screens.

Each structure is followed by: ABHD4 inh	PRMT1 inh	LEDGF integ inh	TCR-CD3 inh	HTRA1 inhibitor	rCAG binder	SIAE inh	MBD2 inh	TDP2 absorb	NPR2 activator
CC(=O)Nc1cccc(/C(C)=N/NC(N)=S)c1
    6	0	3	-1	6	-1	7	2	2	-3
O=C(/C=C/c1cccc([N+](=O)[O-])c1)N1CCN(Cc2ccccc2)CC1
    -4	-4	2	2	-3	-8	5	0	13	-8
Cc1cccc(C)c1OCC(=O)Nc1ccccc1N1CCCCC1
    1	-4	0	3	-19	-2	1	4	8	7
Cc1noc(C)c1CSCC(=O)Oc1ccc(N(C)S(=O)(=O)c2ccccc2)cc1
    2	1	-2	-4	-3	-4	3	0	13	-5
Cc1nc(-c2cc(-c3nc(-c4cc(C(F)(F)F)cc(C(F)(F)F)c4)no3)no2)cs1
    2	4	-1	-6	.	-4	-4	7	-5	5
Cc1ccc(S(=O)(=O)NCCc2ccc(S(N)(=O)=O)cc2)cc1
    1	0	-1	-1	0	6	-6	3	-11	-4
Cc1ccnc(NC(=O)CCC(=O)c2cc(C)sc2C)c1
    5	2	-3	4	-23	1	1	1	-14	-2
CCOC(=O)C1=C(C)N(c2ccccc2)C(=O)C1CC(=O)O (stereo unspecified)
    2	-1	1	-1	5	0	-7	2	5	3
c1ccc2c(-c3cc(NCc4ccncc4)n4nccc4n3)cccc2c1
    5	-1	3	1	.	2	3	-6	0	-1
N#Cc1ccc(C(=O)N2CCN(c3ncccn3)CC2)cc1
    5	0	4	2	3	-1	0	-4	0	-2
CC(c1ccc2c(c1)OCO2)n1c(=S)[nH]c2ccccc2c1=O (stereo unspecified)
    -26	6	-3	1	-34	9	-1	6	-3	4
CCc1ccccc1N(CC(=O)N1CCN(c2ccccc2F)CC1)S(C)(=O)=O
    -11	1	-4	3	-5	-4	-6	5	-15	3
COc1ccc(S(=O)(=O)N2CC(O)CC2C(=O)OCC(=O)Nc2ccc(Cl)cn2)cc1 (stereo unspecified)
    -1	1	-1	4	1	-1	-1	0	13	2
CCOc1ccc(OCCn2nnc3ccccc3c2=O)cc1
    4	3	-2	-7	-15	-5	-4	0	0	-1
COc1cccc(-c2ccc(SCC(=O)c3ccccc3)nn2)c1
    -10	-3	4	-2	-16	0	-4	0	1	-4
O=C(O)C1CC(=O)N(C2CCCCC2)C1c1ccccc1 (stereo unspecified)
    3	2	-2	-7	2	2	-7	3	6	3
O=C(CSc1ncccn1)N1CCN(C(c2ccccc2)c2ccccc2)CC1
    -7	4	-4	-5	-3	-7	4	3	-6	0
COc1cccc(C(c2c(NC(=O)c3ccco3)sc(C)c2C)N2CCOCC2)c1 (stereo unspecified)
    -9	-1	-1	5	-15	1	2	3	1	-17
COc1ccc(C(=O)OCC(=O)NCCN2C(=O)CSC2=O)cc1[N+](=O)[O-]
    -1	7	-2	-8	1	9	-3	5	-3	8
Nc1nc(Br)c2ccccc2c1-c1ccccc1
    1	-1	-5	-2	-6	1	8	-1	10	-5
Cc1cc(=O)c2cccc(Br)c2[nH]1
    -1	2	8	-9	0	-2	-2	4	0	1
c1ccc(Oc2cccc(NC3=NCCC3)c2)cc1
    0	1	4	-8	-3	1	-2	-4	2	4
Cc1nnc(SCCn2c(N3CCC(C)CC3)nc3c2c(=O)[nH]c(=O)n3C)s1
    3	-2	1	0	1	-9	-4	-3	-9	0
COc1ccc(/C=N/NC(=O)c2ccc(O)cc2)cc1CN1CCCc2ccccc21
    -1	0	-3	-5	-25	21	26*	1	-11	-3
COc1cc(C(=O)NCC(=O)N/N=C/c2ccc(-c3cccc([N+](=O)[O-])c3)o2)cc(OC)c1OC
    -2	8	-1	-1	10	12	4	-4	10	0
O=C1CCC(C(=O)Nc2cc(C(F)(F)F)ccc2-n2cncn2)=NN1
    -2	8	-4	-1	4	-3	5	1	3	0
COc1ccc(-n2nccc2-c2nn(-c3cccc(OC)c3)c(=O)n(C)c2=O)cc1
    -1	-2	-2	0	2	-8	2	4	8	0
COc1ccc(C(=O)C2CCCN(Cc3cn[nH]c3-c3ccccc3)C2)cc1OC (stereo unspecified)
    -1	-3	3	0	2	-5	-3	-1	0	-3
CCn1cc(C(=O)NCc2ccco2)c(=O)c2cc(S(=O)(=O)N3CCCCCC3)ccc21
    2	-4	-1	3	-39	9	-4	3	-2	-4
COc1ccc(/C=N\NC(=O)COc2ccccc2Cl)cc1Cn1nc(C)cc1C
    -2	1	-1	5	-8	-5	-4	1	2	1
O=C(COc1ccc([N+](=O)[O-])cc1)Nc1cccnc1
    4	1	0	8	7	0	1	-3	10	0
CCCCc1ccc2nc(NC(=O)c3ccco3)sc2c1
    -12	-3	-2	.	.	.	-1	-5	-8	-9
CC(C)C(C(=O)Nc1ncn[nH]1)N1C(=O)c2ccccc2C1=O (stereo unspecified)
    -1	1	0	3	1	-1	-3	-5	7	9
CCN1C(=O)[C@H]2[C@@H](c3ccc(-c4ccc(OC)cc4)cc3)N3CCCC[C@@]3(C(=O)OC)[C@H]2C1=O
    -9	-4	0	5	5	0	-2	-1	17	-3
Cc1nc2sc(C(c3ccccc3)N3CCN(C)CC3)c(O)n2n1 (stereo unspecified)
    3	-3	3	3	-5	1	-2	3	1	1
Cn1c(-c2ccc(-c3ccccc3)cc2)c[nH]c1=S
    0	6	2	4	-7	6	-1	-1	-7	-3
O=C1NC(=S)SC1=Cc1cc(Br)ccc1O
    -47	14	3	-3	-49	29	-29	-8	-3	-2
CCc1ccc(OCC(=O)Nc2ncc3c(n2)CC(C)(C)CC3=O)cc1
    1	-1	-3	10	0	-5	-67	-1	6	-4
CCCc1nc2ccccc2c(C(=O)OCC(=O)NCc2ccco2)c1CC
    -2	9	0	-7	-12	-3	-7	6	-3	8
CC(=O)c1cc(-c2ccccc2-c2ccccc2)c(=O)n2c1CCC2
    8	3	6	.	.	1	1	1	-3	-4
O=C(COc1ccc(Cl)cc1)N1CCN(C(=O)c2ccccc2F)CC1
    3	-4	2	6	3	-4	0	-5	-4	3
CCc1nn2c(N3CCOCC3)cc(C)nc2c1-c1ccccc1
    1	2	-1	1	-3	-4	-2	-5	-1	-9
CCOc1ccc(/C=N/n2nnnc2N)cc1OCC
    0	2	-1	-3	-9	-2	1	3	-5	-3
COc1ccc(/C=C2/CCCC(C(=O)C(F)(F)F)=C2O)cc1OC
    6	8	-7	-5	6	1	-2	2	-2	-4
Cc1cc(NC(=O)COC(=O)CC2CCCC2)c([N+](=O)[O-])cc1C
    0	2	1	0	0	3	0	-3	3	-1
CSC12CCCN(CCC(C(C)(C)C)C1)C2=O (stereo unspecified)
    5	1	-6	0	.	1	3	5	0	9
Cc1ccn2c(/C=N/OCc3ccc(F)cc3)c(-c3ccc(Cl)cc3)nc2c1
    0	1	-1	-1	-3	-2	0	6	1	-5
Cc1cc(C)c(C)c(S(=O)(=O)N2C(=S)NC(=O)C2CC(C)C)c1C (stereo unspecified)
    -1	2	6	-5	-3	41*	-7	4	1	4
CCC(C)Nc1nc(OCC(F)(F)F)nc(OCC(F)(F)F)n1 (stereo unspecified)
    -4	11	1	-3	2	-8	5	3	-5	-8
O=C(Cn1nnc2ccccc21)c1ccccc1
    -1	0	3	3	-1	-2	-4	-1	5	1
COc1ccc(NC(=O)C[C@H]2C(=O)N(Cc3ccccc3)C[C@@H]2c2ccc(OC)cc2)cc1
    6	1	-4	-2	-2	2	6	2	1	1
COC(=O)C[C@H]1CC[C@@H](NS(=O)(=O)c2ccc(C)cc2)[C@@H](CO)O1
    0	-1	-4	0	.	3	0	-2	8	4
N#Cc1c(-c2ccc(F)cc2)cc(-c2cccs2)nc1SCC(=O)O
    -3	2	2	-1	-30	56*	-9	-1	18	-7
COC(=O)c1ccc(C2C(Oc3ccccc3)C(=O)N2CCc2ccc(OC)c(OC)c2)cc1 (stereo unspecified)
    2	-5	-4	-3	2	0	4	-1	10	-5
Cc1ccc(-n2cc(CN3CCC(CO)(Cc4ccccc4)CC3)cn2)cc1
    1	-6	1	9	.	-8	-4	-6	-1	-5
Cc1nc(SCC(=O)N2CCCc3ccccc32)c2oc3ccccc3c2n1
    5	0	2	-2	-9	0	2	-1	-11	0

Compounds from the list above with fluorine:
Each structure is followed by: ABHD4 inh	PRMT1 inh	LEDGF integ inh	TCR-CD3 inh	HTRA1 inhibitor	rCAG binder	SIAE inh	MBD2 inh	TDP2 absorb	NPR2 activator
Cc1nc(-c2cc(-c3nc(-c4cc(C(F)(F)F)cc(C(F)(F)F)c4)no3)no2)cs1
    2	4	-1	-6	.	-4	-4	7	-5	5
CCc1ccccc1N(CC(=O)N1CCN(c2ccccc2F)CC1)S(C)(=O)=O
    -11	1	-4	3	-5	-4	-6	5	-15	3
O=C1CCC(C(=O)Nc2cc(C(F)(F)F)ccc2-n2cncn2)=NN1
    -2	8	-4	-1	4	-3	5	1	3	0
O=C(COc1ccc(Cl)cc1)N1CCN(C(=O)c2ccccc2F)CC1
    3	-4	2	6	3	-4	0	-5	-4	3
COc1ccc(/C=C2/CCCC(C(=O)C(F)(F)F)=C2O)cc1OC
    6	8	-7	-5	6	1	-2	2	-2	-4
Cc1ccn2c(/C=N/OCc3ccc(F)cc3)c(-c3ccc(Cl)cc3)nc2c1
    0	1	-1	-1	-3	-2	0	6	1	-5
CCC(C)Nc1nc(OCC(F)(F)F)nc(OCC(F)(F)F)n1 (stereo unspecified)
    -4	11	1	-3	2	-8	5	3	-5	-8
N#Cc1c(-c2ccc(F)cc2)cc(-c2cccs2)nc1SCC(=O)O
    -3	2	2	-1	-30	56*	-9	-1	18	-7

Single records (already shown). Order of values: ABHD4 inh | PRMT1 inh | LEDGF integ inh | TCR-CD3 inh | HTRA1 inhibitor | rCAG binder | SIAE inh | MBD2 inh | TDP2 absorb | NPR2 activator
COC(=O)c1ccc(C2C(Oc3ccccc3)C(=O)N2CCc2ccc(OC)c(OC)c2)cc1 (stereo unspecified) is listed with 2 | -5 | -4 | -3 | 2 | 0 | 4 | -1 | 10 | -5
c1ccc(Oc2cccc(NC3=NCCC3)c2)cc1 is listed with 0 | 1 | 4 | -8 | -3 | 1 | -2 | -4 | 2 | 4
